Screens from PubChem.
All columns: NCI-60 one-dose screen, growth in % after 48 h at 10 µM unless noted; 100 = growth as untreated, 0 = no growth, -100 = all killed.
CCRF-CEM = CCRF-CEM leukemia; actives 7% (n = 77,000)
A549/ATCC = A549/ATCC NSCLC. actives 3.7% (n = 81,000). AID 1794740
HOP-62 = HOP-62 NSCLC; AID 1794735; actives 3.9% (n = 80,000)
RPMI-8226 = RPMI-8226 leukemia cells; actives 7.5% (n = 77,000)
M14 = M14 melanoma; AID 1794745; actives 6.2% (n = 80,000)
MOLT-4 = MOLT-4 leukemia cells; AID 1794779; actives 6.9% (n = 80,000)
EKVX = EKVX NSCLC; actives 3% (n = 71,000); AID 1794765
HOP-92 = HOP-92 NSCLC cells | actives 6.3% (n = 71,000)
The depositor's hits bear a star; nt = no result given; & = joins results of further samples. Rule for the calls: active = growth percent below 10; inactive = the rest.

Every second line gives: CCRF-CEM	A549/ATCC	HOP-62	RPMI-8226	M14	MOLT-4	EKVX	HOP-92
- Cc1ccc2c(C3C(C#N)=C(N)Oc4n[nH]c(C)c43)cc(=O)oc2c1 (centres undefined)
→ 99	93	100	99	98	97	98	80
- CC(=O)CC(=O)NC1CCc2ccccc21 (centres undefined)
→ 100	109	98	107	122	96	100	106
- C=CCSc1nnc(-c2ccc(C(C)(C)C)cc2)n1-c1cccc(C(F)(F)F)c1
→ 24	21	67	17	45	22	22	29
- CCOC(=O)NC(Cc1ccccc1)c1ccccc1 (centres undefined)
→ 98	99	100	98	96	86	105	87
- O=[N+]([O-])c1cc(-c2ccccc2)c(O)c([N+](=O)[O-])c1
→ 16	87	93	39	101	72	nt	3.7*
- O=C1CSC(c2ccccc2Cl)N1c1ccccc1 (centres undefined)
→ 116	100	109	116	111	95	100	nt
- CS(=O)(=O)Nc1cc(-c2ccc3ncnc(Nc4ccc5c(cnn5Cc5ccccc5F)c4)c3c2)cnc1Cl
→ 31	71	40	5.2*	39	16	52	-21*
- CC1OC(Oc2c(-c3ccc(O)c(O)c3)oc3cc(O)cc(O)c3c2=O)C(O)C(O)C1O (centres undefined)
→ 106	102	nt	105	106	108	110	89
- COc1cc(C2CC(c3cc(OC)c(OC)c(OC)c3)=NN2C(C)=O)ccc1OCc1ccccc1 (centres undefined)
→ 40	32	70	24	37	8.8*	33	-4.8*
- CCCCCc1ccc(S(=O)(=O)Nc2ccc3nc(N)oc3c2)cc1
→ 52	53	79	38	73	37	33	19
- C=CCn1c(SCC(=O)c2ccc(Cl)cc2)nnc1-c1ccc(Cl)cc1
→ 94	99	99	100	96	84	100	89
- COc1ccc2nc(C)c3c(c2c1[N+](=O)[O-])Oc1ccccc1N3
→ 100	68	88	102	107	93	97	100
- C=C(C)[C@@H]1CC[C@]2(C(=O)NCCC#N)CC[C@]3(C)[C@H](CC[C@@H]4[C@@]5(C)Cc6c([nH]c7ccccc67)C(C)(C)[C@@H]5CC[C@]43C)[C@@H]12
→ nt	97	108	104	98	97	97	112
- O=C(c1ccc2ncc(-c3nc(NC4CC4)ncc3F)n2c1)N1CCOCC1
→ 20	14	7.3*	26	nt	16	49	-2.2*
- NC1CCC(Nc2nc(NCc3cc(Cl)ccc3O)c3ncn(C4CCCC4)c3n2)CC1 (centres undefined)
→ -1.0*	-5.0*	-18*	-25*	-72*	-15*	-19*	-18*
- COc1ccc(-c2cc(-c3ccc(NC(=O)CSc4nc5ccccc5c(=O)n4-c4ccccc4)cc3)nc(N)c2C#N)cc1
→ 102	89	107	96	104	91	104	86
- C=CC(=O)N1CC2(CCC(n3nc(-c4ccc(Oc5ccccc5)cc4)c4c(N)ncnc43)CC2)C1
→ -6.1*	-79*	-2.6*	-56*	-80*	-28*	nt	-66*
- COC(=O)C(CC(=O)c1ccc(-c2ccccc2)cc1)c1ccccc1 (centres undefined)
→ 49	77	75	88	43	47	nt	68
- CCOC(COC(=O)c1ccccc1C(=O)O)c1ccccc1 (centres undefined)
→ 88	97	114	89	102	74	108	84
- NS(=O)(=O)c1ccc(CCN2C(=O)/C(=C\c3ccc(F)cc3)C=C2c2ccc(Cl)cc2)cc1
→ 103	99	96	100	98	95	90	101

(further entries)
Every second line gives: CCRF-CEM	A549/ATCC	HOP-62	RPMI-8226	M14	MOLT-4	EKVX	HOP-92
- Cc1nc2ccccc2c2c(N)cccc12
→ 107	95	107	112	111	115	117	97
- Cc1ccc2nc(NC(=O)CSc3nc(-c4ccccc4)c(C#N)c(C(C#N)C#N)n3)sc2c1
→ nt	99	90	90	101	96	99	97
- Cc1cccnc1-n1ncc(C(=O)Nc2nc3ccccc3s2)c1C
→ 106	108	99	103	99	97	96	98
- CCCCCCCCCCCCC1CCC/C=C\CCC(=O)O1 (centres undefined)
→ 76	55	111	94	95	-8.6*	97	111
- COc1ccc(CNC2CCCCC2)cc1
→ 113	94	111	108	105	95	123	106
- Cc1c(-c2cnccn2)ssc1=S
→ 98	96	nt	100	108	88	73	75
- O=C(O)CCC(NC(=O)c1ccccc1C(=O)O)C(=O)O (centres undefined)
→ 103	100	93	106	105	95	nt	112
- CC(C)(C)C1CC=CCC1 (centres undefined)
→ 94	94	97	102	110	89	98	nt
- Cn1cc(-c2cnc3ccc(NC(=O)Nc4ccc(F)c(Br)c4)cc3n2)cn1
→ 4.3*	23	0.9*	-34*	4.1*	-21*	30	-16*
- Clc1ccc(OCCSCCOc2ccc(Cl)cc2)cc1
→ 106	103	97	110	98	110	98	103
- COc1ccc(N=Nc2ccc(OC)cc2)cc1
→ 60	72	90	76	96	80	90	65
- O=C1C(c2c(O)[nH]c3ncccc23)=Nc2ccccc21
→ 88	82	87	75	94	85	31	97
- CCC1(C)NC(=O)NC1=O (centres undefined)
→ 93	97	96	97	103	94	nt	94
- Fc1ccc(/C=C/[C@@H]2C[C@@H](F)CCO2)cc1
→ 87	106	105	68	86	70	97	74
- C/C(=C(/c1ccccc1)c1ccc(N2C(=O)c3cccc4c(Nc5ncccn5)ccc(c34)C2=O)cc1)c1ccccc1
→ 97	96	96	108	89	95	96	90
- O=C1CC(C(=O)O)C(c2ccccc2)c2ccccc21 (centres undefined)
→ 103&84	103	76	99&92	94&101	130&101	102	58&78
- CCOS(=O)(=O)c1ccc([N+](=O)[O-])cc1
→ 99	86	100	106	105	98	110	99
- CC1(C)CC2=C3C=C[C@@H]4[C@@]5(C)CC[C@H](O)C(C)(C)[C@@H]5CC[C@@]4(C)[C@]3(C)CC[C@@]2(C(=O)O)CC1=O
→ 25	39	51	4.5*	30	44	61	-5.3*
- Nc1ccc(Nc2nccc(-c3ccc(Cl)cc3)n2)cc1
→ 75	83	97	88	103	68	96	95
- O=C(NC(=S)Nc1cccc(O)c1)c1ccco1
→ 95	98	100	112	111	101	94	nt

Remaining list, next part:
Every second line gives: CCRF-CEM	A549/ATCC	HOP-62	RPMI-8226	M14	MOLT-4	EKVX	HOP-92
- CC[C@H](c1ccc(F)cc1)[C@@H](CC)c1ccc(F)cc1
→ 122	91	94	95	101	106	108	64
- COc1ccc2nc3cc(Cl)ccc3c(Nc3cc(C(C)C)c(O)cc3C)c2c1
→ -26*	15	58	nt	56	18	25	nt
- Cc1nc2sc(-c3nc4ccccc4[nH]3)c(N)c2c(C)c1Br
→ 90	100	77	82	nt	79	nt	71
- C(=C\c1nnc(-c2cc(-c3ccccc3)n[nH]2)o1)/c1ccc2c(c1)OCO2
→ 99	95	100	101	134	88	108	nt
- COc1c2c(cc3c1c(=O)c1ccccc1n3C)OCO2
→ nt	81	98	nt	96	94	nt	111
- O=C(C[C@]1(O)C(=O)Nc2ccc(Br)cc21)c1ccco1
→ 104	104	106	100	99	102	107	102
- Brc1ccc2[nH]c3ccc(Br)cc3c2c1
→ 67	88	96	88	97	75	nt	nt
- CCOC(=O)C(NC(=O)C(Cl)Cl)C(O)c1ccccc1 (centres undefined)
→ 150	117	83	nt	93	98	109	nt
- CC(C)(C)[C@H](OCc1cn([C@H]2C[C@@H](O)[C@@H](CO)O2)c(=O)[nH]c1=O)c1ccc(C#Cc2ccccc2)cc1[N+](=O)[O-]
→ 72	47	86	37	45	58	67	58
- NS(=O)(=O)c1ccc(CCn2c(SCC(=O)N/N=C/c3ccccc3Cl)nc3ccccc3c2=O)cc1
→ 30	58	73	29	52	26	79	nt
- Nc1nc(-c2cc(-c3cccc([N+](=O)[O-])c3Cl)nc(N)n2)cc(-c2cccc([N+](=O)[O-])c2Cl)n1
→ 109	109	98	105	102	105	96	102
- C=C(C)[C@@H]1CC=C2c3sc(-c4ccc(C(F)(F)F)cc4)nc3C[C@@H](C)[C@]2(C)C1
→ 114	101	92	95	95	101	91	58
- Cc1ccc(-c2nn(-c3ccccc3)cc2/C=C2/CCc3ccccc3C2=O)cc1
→ 108	100	100	101	97	100	91	78
- Cc1cc(/C=C\c2ccc3ccccc3[n+]2C)c(O)c2ncccc12
→ 26	12	20	14	-52*	0.7*	19	19
- CCSC(=O)n1ccc(=O)[nH]c1=O
→ nt	102	105	nt	99	95	91	nt
- CCNC(=O)C(C)O (centres undefined)
→ 101	100	100	nt	97	97	nt	110
- CN1CCn2c(c(Sc3ccc(C(=O)NO)cc3)c3ccccc32)C1=O
→ -6.3*	62	21	-20*	-38*	2.0*	nt	nt
- COc1cc2ncnc(Nc3ccc(S(=O)(=O)Nc4nccs4)cc3)c2cc1OCCCN1CCOCC1
→ 105	103	93	106	107	105	111	nt
- O=C(O)c1cccc(Cc2cccc(C(=O)O)c2)c1
→ 101	85	111	109	103	98	133	110
- NC(=O)C1(C(=O)O)OC1(c1ccc(Cl)cc1)c1ccccc1Cl (centres undefined)
→ 101	102	110	102	97	94	107	81

Additional results
Every second line gives: CCRF-CEM	A549/ATCC	HOP-62	RPMI-8226	M14	MOLT-4	EKVX	HOP-92
- O=C1/C(=C/C2=Cc3ccccc3OC2)SC(=S)N1c1ccccc1F
→ 97	97	101	86	93	95	99	62
- Cc1ccc(C(=O)Nc2cccc(F)c2)cc1NC(=O)C1(c2ncnc3[nH]ccc23)CC1
→ 88	82	67	83	60	73	92	nt
- Nc1ncnc2c(-c3nc4ccccc4s3)c(Nc3ccccc3)sc12
→ 94	86	94	97	95	85	104	95
- CCN(CC)CCC(C(N)=O)c1ccccc1 (centres undefined)
→ 83	87	90	98	104	82	97	87
- O=C(O)C1CCCCC1
→ 107	99	nt	110	96	112	nt	91
- Cc1nc2ccccc2c(/C=C/c2ccc(Br)cc2)c1C(=O)/C=C/c1ccccc1
→ 6.0*	15	-35*	-8.2*	6.5*	7.7*	26	53
- Cc1cccc(C)c1[C@@H]1C[C@@](C)(O)[C@H]2CC[C@H](C)C[C@@H]2O1
→ 110	90	95	103	103	102	103	110
- CN1CCC(Nc2ccc(C(=O)Nc3cc(-c4ccc5c(c4)OCO5)[nH]n3)cc2)CC1
→ 76	83	69	51	35	74	90	87
- O=[N+]([O-])c1ccc2c(c1)Cc1cc(I)ccc1-2
→ 97	95	113	98	101	92	85	89
- Cc1ccc(NS(=O)(=O)c2ccccc2)c([N+](=O)[O-])c1
→ 100	97	110	100	94	92	92	nt
- Cc1cc(-c2cn(Cc3ccc4c(Br)cc(Br)c(O)c4n3)nn2)ccc1F
→ 102	103	93	105	100	101	101	92
- Cc1cccc(-c2ccc3c4c(cccc24)C(=O)N(c2nc4ccccc4s2)C3=O)c1
→ 85	100	86	84	90	102	nt	74
- N#CCCC(Cl)(Cl)Cl
→ nt	100	106	96	116	73	nt	98
- CN(C)CCCN(Cc1ccccc1O)C(=S)Nc1ccc(F)cc1
→ 100	99	105	96	103	103	nt	81
- c1ccc2c(Cn3cc(CSc4nc5ccccc5s4)nn3)cccc2c1
→ 94	89	89	94	97	93	93	85
- CC(=O)Oc1cc2cnc3c4cc(OC(C)=O)c(OC(C)=O)cc4ccc3c2cc1OC(C)=O
→ -6.6*	26	29	13	14	-6.2*	nt	19
- N#Cc1c(N)c2sc(Nc3ccccc3)c(-c3nc4ccccc4s3)c2[nH]c1=S
→ 93	88	90	93	99	97	85	81
- Nc1ccc(-n2nc3c(c2-c2ccccc2)-c2oncc2CC3)cc1
→ 87	99	99	85	104	82	84	nt
- O=C(O)[C@@H]1c2ccccc2-c2ccccc2[C@H]1C(=O)O
→ 87	102	91	100	93	107	100	61
- Cc1cc(O)c(C)c(C)c1Cl
→ nt	103	100	nt	108	91	102	nt

Part of the list above, reduced to MOLT-4, HOP-92 and CCRF-CEM.
Structure	MOLT-4	HOP-92	CCRF-CEM
Nc1ccc(Nc2nccc(-c3ccc(Cl)cc3)n2)cc1	68	95	75
O=C(NC(=S)Nc1cccc(O)c1)c1ccco1	101	nt	95

Next records follow:
Every second line gives: CCRF-CEM	A549/ATCC	HOP-62	RPMI-8226	M14	MOLT-4	EKVX	HOP-92
- CCOc1nc(-c2ccccc2)cc2c(O)c(C(=O)NCCCO)[nH]c(=O)c12
→ 68	106	91	51	94	97	108	66
- CC(=O)N1C/C(=C\c2cc3c(cc2C)OCO3)C(=O)/C(=C/c2cc3c(cc2C)OCO3)C1
→ 96	107	98	103	102	95	nt	96
- FC(F)(F)c1ccc(Nc2ccc(C(F)(F)F)cc2)cc1
→ 98	84	88	101	102	109	106	88
- COc1ccc(Sc2nc(N)nc3c2CCN(Cc2ccc(OC)cc2OC)C3)cc1
→ 66	87	102	60	86	54	78	79
- CCOC(=O)c1cnc(Nc2nc3ccccc3s2)[nH]c1=O
→ 101	104	129	99	110	95	95	100
- O=C1CCCCCCCCC(O)C(O)CCCC(c2cccs2)O1 (centres undefined)
→ 47	83	88	87	100	31	82	83
- COP(=O)(OC)c1nnn(-c2cccc([N+](=O)[O-])c2)c1C
→ 104	111	110	103	104	101	106	119
- COc1ccc(C(=O)c2c(N)c(C#N)cn2-c2cc(OC)c(OC)c(OC)c2)cc1
→ 95	100	99	105	100	99	95	110
- COc1ccc2c(c1)CCC1=C2NC(=S)NC1c1cc(I)c(O)c(OC)c1 (centres undefined)
→ 71	53	82	80	81	48	77	70
- CN(C)c1ccc(/C=C/C=N/NC(=O)CSc2nc3ccccc3c(=O)n2CCc2ccc(S(N)(=O)=O)cc2)cc1
→ 56	81	90	53	106	75	103	101
- COc1ccc(-c2nnc3ccc(N/N=C/c4ccccc4)nn23)cc1
→ 102	78	112	112	103	nt	90	71

4 records picked at random from those above, as already listed:
Every second line gives: CCRF-CEM	A549/ATCC	HOP-62	RPMI-8226	M14	MOLT-4	EKVX	HOP-92
- COc1ccc(Sc2nc(N)nc3c2CCN(Cc2ccc(OC)cc2OC)C3)cc1
→ 66	87	102	60	86	54	78	79
- COc1ccc(-c2nnc3ccc(N/N=C/c4ccccc4)nn23)cc1
→ 102	78	112	112	103	nt	90	71
- COc1ccc2c(c1)CCC1=C2NC(=S)NC1c1cc(I)c(O)c(OC)c1 (centres undefined)
→ 71	53	82	80	81	48	77	70
- COP(=O)(OC)c1nnn(-c2cccc([N+](=O)[O-])c2)c1C
→ 104	111	110	103	104	101	106	119
